ASM inhibitor – Inhibitors of Secretory Acid Sphingomyelinase (S-ASM): qHTS. Sphingomyelin phosphodiesterase (Homo sapiens), P17405. placental ASM, HMU-PC fluorogenic substrate, 60 min. Potency, µM (highest dose often 57.5 µM), inactives show top-dose activity change, negative = inhibition, actives largely listed as inhibitors. 0.006% of 340,000 active; further: potency means the concentration at half of the fitted maximal effect
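Fluorogenic HMU-PC substrate (9 uM final) is turned over by placental ASM in 60 min at 37 C after a 10 min compound preincubation. Reaction ended by alkaline stop (pH 10), with fluorescence read at 386/447 nm.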
GALK inh – qHTS Assay for Inhibitors of Human Galactokinase (GALK); Potency, µM (series often up to 57.5 µM), for the others: at the top dose activity change, negative = inhibition, most hits filed as inhibitors; 0.007% of 270,000 active; Purified GALK, Kinase-Glo residual ATP luminescence; P51570; further: potency means the concentration at half of the fitted maximal effect; on the % scale 0 is the no-effect control and ±100 the full control effect
Target sequence (P51570 whole entry, looked up): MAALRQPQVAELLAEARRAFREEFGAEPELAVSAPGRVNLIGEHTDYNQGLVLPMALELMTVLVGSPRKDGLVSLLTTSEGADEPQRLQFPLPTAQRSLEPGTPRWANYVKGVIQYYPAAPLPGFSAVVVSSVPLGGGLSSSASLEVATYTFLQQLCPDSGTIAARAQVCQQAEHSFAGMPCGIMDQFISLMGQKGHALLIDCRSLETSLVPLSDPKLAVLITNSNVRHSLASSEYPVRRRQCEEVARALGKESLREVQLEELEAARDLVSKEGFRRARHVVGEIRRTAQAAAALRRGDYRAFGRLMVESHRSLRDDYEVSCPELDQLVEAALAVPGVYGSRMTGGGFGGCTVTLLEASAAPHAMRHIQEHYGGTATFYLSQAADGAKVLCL
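5 nM enzyme, 35 uM ATP, 100 uM galactose, 20 mM HEPES pH8.0, 5 mM MgCl2; 1 h RT; residual ATP by Kinase-Glo Plus luminescence, qHTS format.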
KCNH2 WT inh – qHTS for Inhibitors of KCHN2 3.1: Wildtype qHTS | U2OS, BacMam KCNH2, thallium flux FluxOr; stronger effect = lower value | Voltage-gated inwardly rectifying potassium channel KCNH2 (Homo sapiens), Q12809 | 0.37% of 340,000 active | activity change, % at 1.84 µM | AID 720551, 2013;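 active means maximum activity change below -70%; inconclusive means maximum activity change between -70% and -50%; inactive means maximum activity change above -50%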; further: on the % scale 0 is the no-effect control and ±100 the full control effect
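U2OS cells transduced with wild-type KCNH2 virus are loaded with FluxOr dye for 45 min, and thallium flux is measured in kinetic reads before and after stimulation buffer. Rate constants are normalized to DMSO controls.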
Menin MLL FP TR – qHTS Assay for Inhibitors Targeting the Menin-MLL Interaction in MLL Related Leukemias: Competition With Texas Red Labeled MLL-derived Mutant Peptide; Potency, µM (top dose mostly 61.6 µM), inactives show at the top dose FP activity change, negative = inhibition, usual class: inhibitors; Menin + Texas Red MLL mutant peptide, fluorescence polarization; 0.23% of 270,000 active; AID 1768, 2009; active means well fitted inhibition curve with a large enough effect in the polarisation, with a control signal flat, not every such curve was filed as active; inconclusive means small, poorly fitted or top-dose-only effect, or effect the other way, or a change in a side signal; inactive means no such curve, though single readings can be large or run the other way; the % refers to the polarisation; further: potency means the concentration at half of the fitted maximal effect; % of control where 0% means no effect; many of its hits are not listed in these tables
MBNL1-CUG inh – qHTS Assay for Inhibitors of MBNL1-poly(CUG) RNA binding. TR-FRET MBNL1-His/biotin-(CUG)12 binding, 665/545 ratio. Muscleblind-like protein 1 (Homo sapiens), Q9NR56. Potency, µM (series often up to 57.5 µM), inactives show at the top dose activity change, negative = inhibition, most hits filed as inhibitors. 0.036% of 280,000 active; active means well fitted inhibition curve with a large enough effect in the signal ratio, with a control signal flat, not every such curve was filed as active; inconclusive means small, poorly fitted or top-dose-only effect, or effect the other way, or a change in a side signal; inactive means no such curve, though single readings can be large or run the other way; the % refers to the signal ratio; further: potency means the concentration at half of the fitted maximal effect; on the % scale 0 is the no-effect control and ±100 the full control effect
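Inhibition of protein-RNA binding appears as loss of TR-FRET between terbium anti-His antibody on MBNL1-His and streptavidin-XL665 on biotin-(CUG)12. Activity is normalized to buffer-only and uninhibited-complex controls.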
USP2a block – qHTS Assay for Inhibitors of Ubiquitin-specific Protease USP2a Using CHOP2 as the Reporter | USP2 core, Ub-CHOP2 coupled fluorogenic reporter, 485/531 | Potency, µM (highest dose often 38.3 µM), without a hit: at the top dose activity change, negative = inhibition, actives largely listed as inhibitors | Ubiquitin carboxyl-terminal hydrolase 2 (Homo sapiens), O75604 | 0.01% of 330,000 active;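 further: potency means the concentration at half of the fitted maximal effect; plate controls were DMSO wells for no effect and full inhibition by NEM control for full effect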
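Deubiquitinase activity read as fluorescence (485/531 nm) after Ub-CHOP2 cleavage activates the enterokinase reporter on its substrate; USP2 core 10nM, Ub-CHOP2 and substrate 25nM each, 30min compound preincubation then 60min RT; data normalized to NEM, curves fitted.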
TSHR antag – Antagonists of the Thyroid Stimulating Hormone Receptor: HTS campaign; activity change, negative = inhibition, % at 11.5 µM; TSHR-expressing cells, TSH-stimulated cAMP HTRF, 2 h; stronger effect = lower value; 0.2% of 330,000 active; Thyrotropin receptor (Homo sapiens), P16473;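 active means activity change below a set negative limit, meaning inhibition stronger than a set level, cut at about -70% in these data; inconclusive means activity change between two set negative limits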; further: on the % scale 0 is the no-effect control and ±100 the full control effect
Target sequence (P16473 whole entry, looked up): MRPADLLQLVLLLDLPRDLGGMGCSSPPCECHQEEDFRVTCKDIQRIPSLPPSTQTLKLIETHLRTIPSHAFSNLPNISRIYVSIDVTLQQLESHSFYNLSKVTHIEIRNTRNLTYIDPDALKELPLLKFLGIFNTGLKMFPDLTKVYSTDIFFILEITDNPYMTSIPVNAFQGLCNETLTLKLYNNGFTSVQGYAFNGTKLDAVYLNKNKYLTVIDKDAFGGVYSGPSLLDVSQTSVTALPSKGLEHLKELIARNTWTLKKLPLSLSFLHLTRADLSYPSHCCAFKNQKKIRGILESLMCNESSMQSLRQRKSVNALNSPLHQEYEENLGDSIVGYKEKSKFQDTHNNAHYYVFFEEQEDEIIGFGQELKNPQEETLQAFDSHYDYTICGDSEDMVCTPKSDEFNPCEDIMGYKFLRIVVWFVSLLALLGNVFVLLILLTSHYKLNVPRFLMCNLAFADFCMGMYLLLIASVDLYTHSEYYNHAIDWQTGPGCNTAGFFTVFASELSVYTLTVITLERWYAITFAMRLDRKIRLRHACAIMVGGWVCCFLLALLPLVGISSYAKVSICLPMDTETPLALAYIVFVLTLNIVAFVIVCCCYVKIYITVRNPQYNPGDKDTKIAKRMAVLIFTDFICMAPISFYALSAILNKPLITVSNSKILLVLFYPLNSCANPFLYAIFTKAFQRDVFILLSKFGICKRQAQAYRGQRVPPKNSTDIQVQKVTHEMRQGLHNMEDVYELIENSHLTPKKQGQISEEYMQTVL
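Freshly harvested TSHR cells receive pin-tooled compound, then EC80 TSH at 4nM final. After 2 hours at 37 deg C, antibody in lysis buffer and cAMP-d2 are added; 30 minutes at ambient temperature precede the HTRF read.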
Eya2 phos inh – qHTS Assay for Inhibitors of the Phosphatase Activity of Eya2; recombinant Eya2, OMFP fluorescence dephosphorylation (OMFP is methylfluorescein phosphate); 0.006% of 330,000 active; Potency, µM (series often up to 76.9 µM), for inactives: at the top dose activity, negative = inhibition, most hits filed as inhibitors; Protein phosphatase EYA2 (Homo sapiens), O00167; further: potency means the concentration at half of the fitted maximal effect; on the % scale 0 is the no-effect control and ±100 the full control effect
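Eya2 protein (added as 0.2 uM solution) was preincubated with compound for 10 min at ambient temperature in 50 mM HEPES pH 7.5, 50 mM NaCl, 5 uM MgCl2, 0.05% BSA, 1 mM DTT. OMFP (added at 50 uM) then reacted 10 min; fluorescence read at 485/525 nm.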
Mito fusion yeast – qHTS Assay for Small Molecule Inhibitors of Mitochondrial Division or Activators of Mitochondrial Fusion | S. cerevisiae fusion-defective mutant growth rescue, CellTiterGlo 48 h | AID 485298, 2010 | Potency, µM (series often up to 46.1 µM), for inactives: at the top dose growth rescue (activation), hits mostly activators | 0.23% of 320,000 active;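 further: potency means the concentration at half of the fitted maximal effect; % of control where 0% means no effect; nearly all actives have a fitted effect of over 45% in size; temperature-sensitive fusion mutants such as fzo1-1 at 37 °C on non-fermentable ethanol glycerol medium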
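Yeast fusion mutant, YPEG (non-fermentable carbon), compound, 48 h at 37C non-permissive; CellTiterGlo added, 10 min RT, luminescence read. Rescued growth = division inhibition.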
PKM2 activator – qHTS Assay for Activators of Human Muscle isoform 2 Pyruvate Kinase; 0.34% of 260,000 active; Pyruvate kinase PKM (Homo sapiens), P14618; purified PKM2, Kinase-Glo ATP luminescence, activation; response scale: 0% is enzyme alone, no compound; Potency, µM (doses to about 57.5 µM), for the others: at the highest dose activation, most hits filed as activators; AID 1631, 2009; further: potency means the concentration at half of the fitted maximal effect; on the % scale 0 is the no-effect control and ±100 the full control effect; nearly all actives have a fitted effect of over 55% in size
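Purified hPK-M2 (>95% pure) converted ADP (0.1 mM final) to ATP with 0.5 mM PEP in 50 mM imidazole pH7.2, KCl, MgCl2, Tween 20, BSA; 1 h at room temperature. ATP detected by Kinase-Glo luminescence.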
BCR signal inh – qHTS Assay to Find Inhibitors of Chronic Active B-Cell Receptor Signaling. 0.05% of 340,000 active. Potency, µM (series often up to 46.1 µM), for the others: at the top dose ratio change, negative = lower green/red ratio, actives largely listed as inhibitors. ABC-DLBCL IkBa-CBG/CBR reporter, luminescence ratio, 4 h; active means well fitted inhibition curve with a large enough effect in the signal ratio, with a control signal flat, not every such curve was filed as active; inconclusive means small, poorly fitted or top-dose-only effect, or effect the other way, or a change in a side signal; the % refers to the signal ratio;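 further: potency means the concentration at half of the fitted maximal effect; plate controls were basal doxycycline-induced cells for no effect and cells given 10 µM MG132 for full effect; MG132 reads +100%, hits lower the ratio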
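TMD8 ABC-DLBCL cells carrying doxycycline-inducible green luciferase fused to IkappaBalpha plus unfused red luciferase were exposed to compounds (up to 46 uM) for 4 hrs at 37C. Activity came from the overlap-corrected green/red luminescence ratio.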
Active calls of the source: *; ? = inconclusive; / = not tested or not shown; & = joins results of further samples; [ ] = another dose, or the depositor's remark. Unless noted, the call rests on the fitted dose curve; in most records, active means well fitted curve in the direction sought with a large enough effect; inconclusive means small, poorly fitted or top-dose-only effect, or another doubt; inactive means no such curve, though single readings can be large; an effect the other way counts as inactive or inconclusive. An excerpt (hit frequency here may not be typical).

SMILES	ASM inhibitor	GALK inh	KCNH2 WT inh	Menin MLL FP TR	MBNL1-CUG inh	USP2a block	TSHR antag	Eya2 phos inh	Mito fusion yeast	PKM2 activator	BCR signal inh
Cc1ccc2nc(-c3cccnc3)cc(C(=O)N3CCN(c4ccc([N+](=O)[O-])cc4)CC3)c2c1	-24%	0%	-2	-11%	4%	3%	-16	-11%	2%	-34%	0%
COc1ccc(OC)c(/C=N/NC(=O)C(O)c2ccccc2)c1 (stereo not drawn)	276%[activator]	0%	-2	2%	?	0%	13	12%	2%	-2%	-3%
Cc1ccc(C)c(N2CCN(C(=O)COc3cc(=O)n(C)c4ccccc34)CC2)c1	-6%	-1%	15	?	-1%	-2%	-4	-12%	9%	3%	?
CCOC(=O)c1c(-c2ccccc2)oc2ccc(O)cc12	14%	-5%	-1	38%[activator]	12%	-2%	-1	-11%	13%	-1%	10%
O=C(CS(=O)(=O)Cc1ccccc1)N1CCc2ccccc2C1	3%	1%	-22	8%	-5%	5%	-8	-4%	0%	-1%	?
CC(=O)NC1C(=O)N(CCc2ccccc2)c2ccccc21 (stereo not drawn)	0%	-2%	3	-8%	5%	-8%	-8	-18%	-3%	11%	-1%
CCc1cc2c(=O)c(-c3nc4ccccc4n3C)c(C)oc2c(CN2CCCCC2)c1O	58%[activator]	0%	0	/	-10%	11%	0	-3%	0%	-1%	0%
CC(=O)N[C@@H](CS)C(=O)O	0%	4%	-8	0%&4%&-1%	-28%	-3%	25&-32	3%&0%	13%&-2%	1%	?
CC(C)CN(C(=O)COC(=O)CSc1ccccc1)c1c(N)n(Cc2ccccc2)c(=O)[nH]c1=O	2%	/	12	/	/	0%	-7	9%	1%	/	1%
Cc1noc(C)c1COC(=O)CCCc1nc2ccccc2s1	2%	-1%	1	-27%	-2%	-1%	-16	11%	5%	1%	3%
C#CCNC(=O)C1=C[C@H](c2ccc(C(F)(F)F)cc2)[C@@H](CCCO)[C@H](OCC)O1	0%	-2%	-3	8%	0%	6%	-5	11%	0%	1%	6%
CCn1c(SCC#N)nc2c(c1=O)C1(CCCC1)Cc1ccccc1-2	-13%	3%	1	-1%	-3%	-1%	-10	-8%	4%	0%	9%
CCOC(=O)c1ccc(NC(=O)C2C3C=CC(C3)C2C(=O)O)cc1 (stereo not drawn)	0%	5%	6	3%	-1%	1%	5	-1%	-9%	2%	3%
O=C(CSc1nc2ccccc2c(=O)[nH]1)c1ccc(O)c(O)c1	-8%	-4%	0	11%	0%	3%	-3	-1%	-2%	-6%	?
CC1=C(C(=O)Nc2ccccc2)C(c2ccccn2)n2ncnc2N1 (stereo not drawn)	5%	5%	4	?	-5%	/	/	/	1%	-1%	/
CCCC1CC(C)(C(=O)CSc2n[nH]c(-c3ccccc3)n2)OC1=O (stereo not drawn)	-1%	1%	4	2%	-9%	3%	-4	-5%	3%	-1%	?
O=C1NC(c2cccc([N+](=O)[O-])c2)=CCN1c1ccccc1O	3%	-4%	4	-3%	?	3%	-3&-5	-2%&9%	-11%&-11%	4%	-17%
CCOC(=O)C1=C(C)NC(SC)=NC1c1ccc(OC)cc1 (stereo not drawn)	-3%	0%	8	2%	1%	3%	16	4%	-1%	1%	0%
Cc1cccc(N2CC(C(=O)Nc3ccc(N4CCOCC4)cc3)CC2=O)c1C (stereo not drawn)	2%	/	-13	/	/	3%	0	0%	/	/	?
CCc1nn2c(=O)cc(COc3cccc(NC(=O)c4ccco4)c3)nc2s1	1%	6%	-10	/	-6%	2%	2	-16%	0%	/	?
CCc1nonc1NC(=O)c1oc2cc(C)c(Cl)cc2c1C	4%	1%	-17	19%	7%	-1%	-11	-11%	-6%	3%[0.46 µM]	0%
O=C(NC1CCCCC1)c1cccc2c1C(=O)c1ccc(N3CCC(Cc4ccccc4)CC3)cc1S2(=O)=O	-6%	/	11	/	/	?	21	39%	/	/	0%
COc1cccc(/C=N/NC(=O)CN(C)S(=O)(=O)c2ccccc2)c1OC	0%	/	2	/	/	-1%	-23	9%	-9%	/	-8%
O=C1CC(N2CCOCC2)C(=O)N1c1ccccc1Cl (stereo not drawn)	1%	0%	5	1%	1%	-1%	11	11%	-1%	5%	1%
CCOC(=O)c1c(C)[nH]c(C)c1C(=O)COC(=O)/C=C/c1cccc(C(F)(F)F)c1	-8%	0%	-6	0%	/	4%	80	-7%	?	-4%	-13%
New compounds follow
SMILES	ASM inhibitor	GALK inh	KCNH2 WT inh	Menin MLL FP TR	MBNL1-CUG inh	USP2a block	TSHR antag	Eya2 phos inh	Mito fusion yeast	PKM2 activator	BCR signal inh
CCOC(=O)NN1C(=O)c2ccccc2NC1(C)C	404%[activator]	0%	4	8%	-2%	-4%	-7	1%	-3%	-4%	9%
CSC1=NCCN1S(=O)(=O)c1ccc(C)cc1	5%	-1%	7	-1%	-8%	-1%	-2	-3%	-1%	6%	-5%
Cc1nn(C)c2c(=O)c(=O)c2n(C)[nH]1	0%	/	-2	/	6%	10%	-3	?	-3%	1%	-4%
O=C1NCCN1C(=O)C12CC3CC(CC(C3)C1)C2	7%	-2%	15	5%	2%	2%	30	1%	3%	-5%	?
O=C(N/C(=C/c1ccccc1Cl)C(=O)N1CCCC1)c1ccccc1	6%	-1%	-3	-1%	3%	0%	12	9%	5%	-11%	?
COC(=O)Nc1ncc(CN2CCCCC2)s1	0%	1%	-17	4%	11%	4%	7	17%	-4%	9%	10%
O=C(c1ccc2snnc2c1)N1CCN(c2ccccc2)CC1	-2%	0%	-5	5%	0%	1%	6	-6%	-1%	8%	21%
CC(C)C[C@@H](CO)N(Cc1ccccc1)S(=O)(=O)N(Cc1ccccc1)[C@@H](CO)CC(C)C	-8%	/	-1	/	/	-4%	-11	-14%	-24%	/	?
CCn1c(CC(=O)Nc2ccccc2C)nnc1SCC(=O)Nc1nncs1	-1%	18%	2	-10%	-6%	6%	7	-4%	15%	-6%	-2%
CCOC(=O)C(O)C1CCc2c([nH]c3ccc(C)cc23)C1=O (stereo not drawn)	13%	0%	7	/	8%	-1%	6	-10%	3%	-7%	-2%
O=c1cc(-c2ccccc2)nc2nc(SCc3ccccc3)[nH]n12	5%	-13%	2	61%[activator]	-6%	0%	-9	18%	6%	3%	?
Cc1cc2nc(SCCN3CCCC3)[nH]c2cc1C	6%	2%	21	-10%	-2%	-2%	1	-10%[15.4 µM]	2%	-7%	-1%
Cc1occc1C(=O)Nc1cccc(C(F)(F)F)c1	-6%	1%	24	6%	-18%	-2%	-7	4%	17%	0%	-2%
CN(C)S(=O)(=O)c1ccc(N2CCCC2)c(C(=O)NCC2COc3ccccc3O2)c1 (stereo not drawn)	1%	/	1	/	/	0%	-8	-25%	3%	/	0%
COc1ccc(CC2(CO)CCN(Cc3cccc(OC)c3OC)CC2)cc1	3%	-2%	7	-17%	-9%	0%	0	7%	-6%	-5%	?
COc1ccc(OC)c(CCNC(=O)CCc2nnc3ccc(N4CCCCC4)nn23)c1	-4%	-5%	25	/	2%	2%	-16	4%	1%	/	4%
O=C(O)C1CCC(=O)N(C2CCCCC2)C1c1ccccc1Cl (stereo not drawn)	5%	/	0	/	-6%	3%	-9	-2%	-2%	-2%	1%
NC(=O)C1CCN(C(=O)c2cc(-c3ccccc3Cl)nc3ccccc23)CC1	1%	/	5	/	/	1%	23	4%	/	/	-1%
COc1ccc(CCC(=O)Nc2ccc(S(=O)(=O)Nc3ncccn3)cc2)cc1	-6%	/	0	/	/	-1%	-5	7%	-2%	/	1%
CCOc1ccc(N(CC(=O)NC2CCCC2)C(=O)c2ccc(C)s2)cc1	-2%	-2%	-19	-15%	3%	4%	-7	-2%	11%	0%	0%
COc1c(O)cnn(-c2ccccc2)c1=O	1%	5%	3	/	-1%	-1%	0	15%	4%	7%	0%

Screening results (PubChem BioAssay)
